TRPV1 agonist = activates the human vanilloid receptor TRPV1 | 320,000 tested, 0.19% active | activation, % at 8.33 µM | TRPV1-expressing cells, Fluo-8 calcium influx, agonist mode; in the data active = activation above about 80%; inconclusive = between about 30% and that limit; also: 0% is about no effect
Target sequence (Q8NER1 whole entry, looked up): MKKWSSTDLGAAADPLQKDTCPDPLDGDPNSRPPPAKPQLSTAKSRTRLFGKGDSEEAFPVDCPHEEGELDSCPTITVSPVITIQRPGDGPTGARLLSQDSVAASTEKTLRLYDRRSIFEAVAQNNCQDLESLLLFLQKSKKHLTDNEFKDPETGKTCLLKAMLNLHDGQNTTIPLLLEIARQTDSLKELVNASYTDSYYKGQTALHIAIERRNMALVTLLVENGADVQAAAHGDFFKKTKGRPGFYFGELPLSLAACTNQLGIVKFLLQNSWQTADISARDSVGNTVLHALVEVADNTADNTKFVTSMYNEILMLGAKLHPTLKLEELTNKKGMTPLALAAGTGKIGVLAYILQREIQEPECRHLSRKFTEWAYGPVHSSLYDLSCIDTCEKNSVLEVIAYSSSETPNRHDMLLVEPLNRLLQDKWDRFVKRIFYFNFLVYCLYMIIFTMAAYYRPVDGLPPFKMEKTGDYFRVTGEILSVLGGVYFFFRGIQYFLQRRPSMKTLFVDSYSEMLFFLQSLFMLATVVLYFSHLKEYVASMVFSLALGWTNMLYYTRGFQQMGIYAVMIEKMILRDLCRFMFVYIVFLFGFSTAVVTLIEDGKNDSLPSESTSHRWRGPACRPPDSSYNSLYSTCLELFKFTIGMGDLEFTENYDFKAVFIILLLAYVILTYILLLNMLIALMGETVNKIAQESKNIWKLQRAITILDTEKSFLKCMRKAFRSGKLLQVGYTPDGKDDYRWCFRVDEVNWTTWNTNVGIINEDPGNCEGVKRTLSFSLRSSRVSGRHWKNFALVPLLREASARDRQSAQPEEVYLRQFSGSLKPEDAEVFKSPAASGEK
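Cells expressing TRPV1 were dye-loaded with Fluo-8 and read kinetically: 10 s baseline, 3 min after compound (agonist portion), then 2 min after EC20 capsaicin (allosteric enhancer portion). Calcium-bound dye fluorescence at 480/520 nm.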
Mito fusion yeast = blocks mitochondrial division or promotes mitochondrial fusion | S. cerevisiae fusion-defective mutant growth rescue, CellTiterGlo 48 h | Potency, µM (highest dose often 46.1 µM), inactives show at the top dose growth rescue (activation), hits mostly activators | 320,000 tested, 0.23% active | AID 485298;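 also: potency is read from the fitted curve at half-maximal effect; % of control where 0% means no effect; nearly all actives have a fitted effect of over 45% in size; temperature-sensitive fusion mutants such as fzo1-1 at 37 °C on non-fermentable ethanol glycerol medium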
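Luminescent cell viability in 1536-well qHTS format served as the measure of rescued growth in ts fusion-mutant S. cerevisiae cultured on non-fermentable YPEG for 48 hours at 37C.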
hERG WT inh = inhibitors of human wildtype KCNH2 potassium channel; Q12809; U2OS, BacMam KCNH2, thallium flux FluxOr; active compounds read low; activity change, % at 1.84 µM; 340,000 tested, 0.37% active; AID 720551;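 active = maximum activity change below -70%; inconclusive = maximum activity change between -70% and -50%; inactive = maximum activity change above -50%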; also: % is scaled to controls: 0 for no effect and ±100 for the full control effect
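U2OS cells transduced with wild-type KCNH2 virus are loaded with FluxOr dye for 45 min, and thallium flux is measured in kinetic reads before and after stimulation buffer. Rate constants are normalized to DMSO controls.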
AT treatment = candidate therapy for ataxia-telangiectasia; […] A-T fibroblasts, KAP-1 phosphorylation AlphaLISA; neocarzinostatin DNA damage 30 min before lysis; Potency, µM (highest dose often 57.5 µM), without a hit: top-dose activation, actives largely listed as activators; 320,000 tested, 0.19% active; AID 485349; also: potency is read from the fitted curve at half-maximal effect; % of control where 0% means no effect; nearly all actives have a fitted effect of over 45% in size
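hTERT-immortalized A-T patient fibroblasts ([…]), 500 cells/well in OPTI-MEM, 1% FBS, got compounds for 60 min, then NCS for 30 min at 37C. Lysates were then assayed for phospho-KAP-1 by AlphaLISA (anti-pKAP1 donor, anti-KAP1 acceptor beads), 6 hr at 25C.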
TCR act = activators of T cell receptors; AID 504894; 330,000 tested, under 10 active; Potency, µM (series often up to 9.22 µM), for inactives: at the top dose activation of IL-2 secretion, most hits filed as activators; primary human leukocytes, anti-CD3, IL-2 HTRF, 48 h; also: % of control where 0% means no effect
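Activity was scored as IL-2 release from primary human leukocytes given only a TCR signal (a-CD3 beads) plus compound for 48 hr. Detection used a two-antibody HTRF format read at 665nm.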
TSHR antagonist = blocks TSH signaling through the human TSH receptor. P16473. TSHR-expressing cells, TSH-stimulated cAMP HTRF, 2 h; active compounds read low. activity change, negative = inhibition, % at 11.5 µM. 330,000 tested, 0.2% active. AID 504810;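 active = activity change below a set negative limit, meaning inhibition stronger than a set level, cut at about -70% in these data; inconclusive = activity change between two set negative limits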; also: % is scaled to controls: 0 for no effect and ±100 for the full control effect
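TSHR-expressing cells were treated with compounds, then stimulated with TSH at EC80 (4nM final) for 2 hours at 37 deg C. Cellular cAMP was measured by HTRF competition between lysate cAMP and cAMP-d2 for a cryptate-labelled anti-cAMP antibody.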
Eya2 inh = inhibitors of human Eya2 phosphatase activity; O00167; recombinant Eya2, OMFP fluorescence dephosphorylation (OMFP is methylfluorescein phosphate); Potency, µM (doses to about 76.9 µM), without a hit: at the highest dose activity, negative = inhibition, most hits filed as inhibitors; 330,000 tested, 0.006% active; also: potency is read from the fitted curve at half-maximal effect; % is scaled to controls: 0 for no effect and ±100 for the full control effect
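Eya2 (0.2 uM) preincubated 10 min at ambient with compound, then OMFP substrate added at 50 uM; 10 min reaction in 50 mM HEPES pH 7.5, 50 mM NaCl, 5 uM MgCl2, 0.05% BSA, 1 mM DTT. Fluorescence read at Ex 485/Em 525 nm.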
USP2a inh = inhibitors of human ubiquitin-specific protease USP2a; O75604; 330,000 tested, 0.01% active; Potency, µM (titrated, usually from 38.3 µM), for inactives: top-dose activity change, negative = inhibition, usual class: inhibitors; USP2 core, Ub-CHOP2 coupled fluorogenic reporter, 485/531;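 also: potency is read from the fitted curve at half-maximal effect; plate controls were DMSO wells for no effect and full inhibition by NEM control for full effect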
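Cell-free coupled assay: 10nM USP2 core preincubated 30min RT with compound in Tris-HCl pH 8.0/CaCl2/CHAPS buffer, then 25nM Ub-CHOP2 and 25nM reporter substrate; fluorescence (Ex 485/Em 531) read after 60min RT, normalized to NEM inhibition, concentration-response curves fitted.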
KCNH2 3.1 block = KCNH2 3.1 (human) potassium channel inhibition | U2OS KCNH2 3.1, thallium flux FluxOr; active compounds read low | activity change, % (tested at about 1.8 µM) | 340,000 tested, 0.95% active | AID 720553;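 active = maximum activity change below -70%; inconclusive = maximum activity change from -70% to -50%; inactive = maximum activity change above -50%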;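 also: thallium influx rate constant from kinetic fluorescence after stimulation buffer; % is scaled to controls: 0 for no effect and ±100 for the full control effect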
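Normalized rate constant (relative to positive and negative DMSO controls) derived from a 2 min kinetic fluorescence read after stimulation; U2OS cells expressing the 3.1 isoform via virus at 1.77 x 10^8 /mL.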
ELG1 DNA repair = inhibitors of ELG1-dependent DNA repair in HEK293T cells | HEK293T ELG1-luciferase reporter, luminescence, 16 h; DNA damage induced by 5-fluorouridine | Potency, µM (doses to about 46.1 µM), inactives show at the highest dose activity change, negative = inhibition, hits mostly inhibitors | 330,000 tested, 2.3% active; also: potency is read from the fitted curve at half-maximal effect; % is scaled to controls: 0 for no effect and ±100 for the full control effect; nearly all actives have a fitted effect of over 55% in size
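Cells (2,000 per well) received 5-fluorouridine plus test compound or DMSO and were incubated 16 hr at 37 °C, 5% CO2. Luciferase activity was read by luminescence 30 min after ONE-Glo addition; signal suppression marked inhibition of damage-induced ELG1 function.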
Numbers without * were called inactive; u = inconclusive; x = not tested or not shown; & = joins results of further samples; [ ] = remark or other dose. Unless noted, calls follow the shape of the dose curve; as a rule, active = well fitted curve in the direction sought with a large enough effect; inconclusive = small, poorly fitted or top-dose-only effect, or another doubt; inactive = no such curve, though single readings can be large; an effect the other way counts as inactive or inconclusive. This is a subset (hit frequency here may not be typical).

Compound	TRPV1 agonist	Mito fusion yeast	hERG WT inh	AT treatment	TCR act	TSHR antagonist	Eya2 inh	USP2a inh	KCNH2 3.1 block	ELG1 DNA repair
COCCn1c(=S)[nH]c2cc(C(=O)N3CCC(C(N)=O)(N4CCCCC4)CC3)ccc2c1=O	-1	3%	-9	-5%	1%	27	1%	-1%	x	-2%
Cc1cc(C(=O)Nc2ccccc2C)n(-c2ccccc2)n1	-5	-10%	-3	-16%	2%	-3	-5%	0%	-2	1%
Cc1csc(NC(=O)CSc2nnc(-c3cccs3)n2C)n1	-2	0%	2	2%	-4%	-7	23%	1%	1	-6%
COc1ccc(CCNC(=O)c2[nH]c(C)c(C(C)=O)c2C)cc1OC	3	-8%	-7	1%	3%	-4	-16%	1%	2	-1%
Cn1c(SCc2ccc(Br)cc2)nnc1-c1ccccn1	7	-6%	0	-12%	4%	-6	1%	2%	-3	-9%
CC(C)(Oc1ccc(Cl)cc1)C(=O)Nc1ccc2oc(-c3ccncc3)nc2c1	4	0%	7	5%	1%	-7	8%	3%	-28	2%
CC1Cc2ccccc2N1C(=O)COC(=O)C1=COCCO1 (centres undefined)	0	-8%	6	-4%	2%	2	-2%	1%	7	11%
CC/C(Cc1ccccc1)=N\NC(=O)c1cc(C)oc1C	2	-3%	-3	-1%	0%[46.1 µM]	-5	-5%	4%	-10	13%
O=C(NC(=S)Nc1cccc(NC(=O)c2ccccc2)c1)c1cccc([N+](=O)[O-])c1	3	26%	10	-11%	-2%[46.1 µM]	-3	-2%	2%	-2	-20%
CC(C)C(=O)N(c1ccc2oc(=O)sc2c1)S(=O)(=O)c1ccccc1	-2	18%	-4	-6%	x	-4	0%	4%	-6	-7%
Cc1ccc(NC(=O)C(=O)NCc2ccc(/C=N/NC(=O)c3c(C)nc4ccccn34)o2)cc1	5	4%	-7	-5%	13%[46.1 µM]	-6	2%	0%	-6	-2%
CCNC(=S)NNC(=O)c1nn(C)c(C)c1Cl	2	-1%	5	-1%	2%	9	7%	2%	-1	u
Cc1nnc2c(NC3CCCC3)nc3ccccc3n12	u	5%	0	-1%	-3%	14	5%	0%	5	u
CC(=O)c1ccc(N2CCN(CC(O)COC(c3ccccc3)c3ccccc3C)CC2)cc1 (centres undefined)	0	-2%	-25	-9%	0%	4	-11%	-7%	-94*	-7%
COc1ccc(-n2c(Cc3ccccc3)nnc2SCc2ccc([N+](=O)[O-])cc2)cc1	u	22%	9	6%	-2%[46.1 µM]	4	-1%	-1%	-19	-23%
CCOc1ccc(/C=C2\CCC(C3CCCC3)C2=O)cc1 (centres undefined)	-2	13%	-7	-9%	-10%	-1	12%	-1%	-2	u
CC(C)(C)C(=O)NC1(C(F)(F)F)NC(=O)N(Cc2ccccc2)C1=O (centres undefined)	-6	-2%	2	9%	-4%	19	9%	3%	-3	u
COc1ccc(Cn2cnc3c([N+](=O)[O-])c(C)c(C)cc32)cc1	x	-3%	7	-1%	0%	-16	3%	0%	-7	17%
CCc1c(C)nc(N2CCN(c3ccccc3)CC2)[nH]c1=O	-5	6%	-14	3%	-4%	3	12%	1%	1	-5%
O=C(Nc1ccc(Br)cc1)c1cc(S(=O)(=O)Nc2ccccn2)ccc1Cl	-2	-11%	-2	4%	3%	-11	3%	-1%	8	-10%
COCCN(C(=O)CC1CCCCC1)c1c(N)n(CC(C)C)c(=O)[nH]c1=O	3	-1%	-7	-1%	3%	6	5%	2%	9	8%
Cc1nc2nc(C)c(CCC(=O)NCCCN3CCN(c4cccc(Cl)c4)CC3)c(C)n2n1	2&2	2%&2%	-15&9	16%&2%	6%	-3&2	9%&-2%	-1%&1%	-2&-5	-2%&13%
O=C(NCc1nnc(SCC(=O)N2CCC(Cc3ccccc3)CC2)o1)c1ccccc1F	-3	13%	-6	6%	-3%[46.1 µM]	-2	5%	0%	-3	-29%
COc1ccc(-n2ccnc2SCC(=O)NCc2ccc(F)cc2)c(OC)c1	11	26%	-1	-3%	x	-4	9%	1%	-9	-15%
CCOc1ccc(NC(=S)N2CCCCCC2)cc1	-3	-8%	5	-3%	-19%	32	17%	1%	1	0%
O=C(CSc1nnc2c(Cl)cc(C(F)(F)F)cn12)N(Cc1ccccc1)Cc1ccccc1	-1	15%	-4	15%	2%[46.1 µM]	-1	-21%	-2%	-7	-4%
O=C(/C=C/c1ccc(F)cc1)NC(=S)N1CCN(Cc2ccccc2)CC1	u	-4%	4	-7%	8%	6	-6%	-2%	-2	13%
C=CCNC(=S)NCc1ccccc1	-1	-8%	-5	38%	-2%	29	-19%	-5%	1	-8%
Cn1c(NCc2ccco2)nc2ccccc21	-3	-13%	6	-7%	4%	-1	10%	0%	10	u
Cc1ncsc1CCSc1nc2ccccc2c(=O)n1C	u	7%	-11	0%	14%	-12	-28%	-1%	5	u
Cc1cccc(-n2c(=O)c3c(C)c(C)sc3n(CC(N)=O)c2=O)c1	2	19%	-2	-3%	-9%	9	1%	-2%	1	u
C#CCOCCOCCOCCNc1nc(N2CCN(C(=O)Cn3cc(CC(C)O)nn3)CC2)nc(N2CCN(C(=O)[C@H](CCCCN)n3cc(CCC(=O)O)nn3)CC2)n1 (some centres undefined)	-1	-7%	13	-3%	-1%	6	-5%	0%	-8	4%
CC(=O)c1cccc(NC(=O)CCNS(=O)(=O)c2cccc3nsnc23)c1	-3	5%	8	x	3%	x	x	x	9	x
COc1ccc(C(NC(=O)CNC(C)=O)C(=O)Nc2ccc3c(c2)OCCO3)cc1 (centres undefined)	-3	0%	-1	-1%	-4%	6	-4%	-1%	-19	u
Oc1ccccc1N=Cc1c(O)ccc2oc3c(c12)CCCC3	2	-6%	2	32%	-5%	8	-13%	0%	-1	u
CCCc1cc(=O)oc2cc(C)cc(OC(C)C(=O)NCC(O)c3ccccc3)c12 (centres undefined)	9	1%	2	6%	-2%	-1	u	2%	9	10%
O=c1[nH]c2c(s1)C(c1ccccc1)C1C3CCC(C3)C1S2 (centres undefined)	22	5%	-16	x	0%	-19	-17%	1%	-1	-18%
O=C(CCNC(=O)c1ccc(Br)cc1)NCc1ccccc1F	13	0%	0	5%	-5%	14	-19%	0%	-24	3%
CCCN1C(=O)/C(=C2\SC(N3CCCCC3)=NC2=O)c2ccccc21	u	16%	-2	-8%	-2%	2	-1%	2%	-2	u
CC(C)(C)NC(=O)CN(C(=O)CCC(=O)Nc1nccs1)c1ccc2c(c1)OCCO2	1	-6%	4	7%	5%	-2	2%	1%	7	-2%
CCC(C)c1ccc(NC(=S)N2CCCC2)cc1 (centres undefined)	u	-9%	-19	19%	-5%	26	5%	0%	16	u
COC(=O)Oc1ccc(/C=N/NS(=O)(=O)c2ccccc2)cc1OC	-2	1%	6	-2%	8%	-5	-19%	3%	26	32%
C=C(C)C1CC=C(C)/C(=N/NC(=S)Nc2ccccc2)C1 (centres undefined)	-5	2%	-3	-5%	0%[46.1 µM]	2	-2%	1%	-22	5%
CCCCC1=CC2=C(c3ccco3)C(=O)C(C)(OC(=O)c3ccc(OC)cc3)C(=O)C2=CN1CCCOC(C)C (centres undefined)	2	-3%	x	-10%	-32%	-12	-15%	8%	x	-27%
Cc1csc(SC(C)C(=O)NCC(=O)Nc2ccc(F)c(F)c2F)n1 (centres undefined)	4	-13%	2	-1%	-16%	9	-24%	2%	2	-8%
NNC1=N[C@H]2CS(=O)(=O)C[C@H]2S1	0	-7%	-7	-1%	8%[46.1 µM]	1	3%	1%	-2	10%
CCS(=O)(=O)c1ccc(C(=O)NC)c(Cl)c1Cl	0	-4%	0	-1%	-1%	0	5%	6%	-28	11%
Cc1cccc(N2CCN(c3cc(C)nc4nnnn34)CC2C)c1 (centres undefined)	4	1%	39	-5%	-5%	-10	-2%	2%	-21	4%
COc1ccc(N2C(=O)CC(NCC#N)C2=O)cc1 (centres undefined)	1	0%	-1	0%	1%	-9	3%	1%	15	3%
O=C1CC(N2CCC(c3nc4ccccc4o3)CC2)C(=O)N1c1cc(Cl)cc(Cl)c1 (centres undefined)	-2	-23%	5	x	4%	-6	3%	-13%	-10	5%
CCOC(=O)CN1C(=N)N(c2nc(NC(C)C)nc(NC(C)C)n2)CC1=O	6	-1%	17	0%	2%[46.1 µM]	-3	4%	1%	12	-13%
Cc1ccc(S(=O)(=O)N2CCC(=O)N(C(COCc3ccc(Cl)cc3)C(C)C)CC2)cc1 (centres undefined)	14	1%	-4	-5%	-4%	2	-4%	0%	u	-17%

Bioassay records as filed in PubChem.
